CAL-PDZ inh HTS: inhibitors of human CAL PDZ peptide binding | 300,000 tested, 0.92% active | purified CAL PDZ, TMR-peptide fluorescence polarization, 1 h | inhibition, % at 24.9 µM | AID 602252 | Q9HD26;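 active = mean inhibition of at least 30% with at least half of replicates also reaching 30%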;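 also: 0% = DMSO neutral control and 100% = excess unlabeled competitor peptide PRC23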
MOR-DOR inv ag: mu-delta opioid heterodimer inverse agonism; P35372+P41143; AID 504357; inhibition, % at 9.3 µM; 340,000 tested, 0.21% active; cell-based MOR-DOR heterodimer luminescence; in the data active = inhibition above about 22%, passing the limit was not always enough;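 also: 0% = cells with DMSO and 100% = wells without cells with DMSO; values of inactives mirror those of a sister screen read the other way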
HTR5A inv ctr: HTR5A inverse agonism, opioid heterodimer counter-screen | AID 504634 | HTR5A cell line, luminescence | inhibition, % at 9.3 µM | 340,000 tested, 0.083% active | P47898; in the data active = inhibition mostly above about 23%, no sharp cut-off; inactive = mostly below about 18%;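 also: 0% = cells with DMSO and 100% = no-cell wells with DMSO; some compounds called inactive have numbers as strong as hits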
Target sequence (P47898 whole entry, looked up): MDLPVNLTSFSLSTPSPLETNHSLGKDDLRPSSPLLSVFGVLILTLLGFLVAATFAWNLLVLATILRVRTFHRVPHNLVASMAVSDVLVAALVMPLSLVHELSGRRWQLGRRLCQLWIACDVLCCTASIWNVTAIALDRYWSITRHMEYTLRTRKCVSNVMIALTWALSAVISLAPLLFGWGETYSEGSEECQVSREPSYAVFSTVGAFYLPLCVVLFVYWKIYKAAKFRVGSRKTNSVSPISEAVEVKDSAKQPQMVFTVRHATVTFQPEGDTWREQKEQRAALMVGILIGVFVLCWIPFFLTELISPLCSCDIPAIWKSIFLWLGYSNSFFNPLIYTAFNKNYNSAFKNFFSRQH
LANA DNA inh: blocks KSHV LANA C-terminal domain binding to DNA; inhibition, % at 9 µM; 340,000 tested, 0.078% active; MBP-C-LANA/FAM-LBS DNA binding, fluorescence polarization; AID 504423;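 active = highest replicate inhibition at or above 60% at 9 µM, even if other replicates fall short; inactive = all replicates below 60% inhibition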;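 also: 0% = neutral control wells and 100% = 4 µM acridine orange control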
RTF Ca sens inh: cardiac RTF calcium desensitization; P19429+P45379; inhibition, % at 7.15 µM; IANBD-labeled cardiac RTF, Ca2+ fluorescence; 340,000 tested, 0.12% active;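 active = inhibition above the mean inhibition of all tested compounds plus 3 SD, cut at about 17% in these data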;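 also: assay run at fixed EC70 calcium of 1.6 mM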
OPRM1-OPRD1 ag: OPRM1-OPRD1 heterodimerization agonism | cells, luminescence | 340,000 tested, 0.3% active | AID 504326 | activation, % at 9.3 µM; in the data active = activation above about 18%;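 also: 0% = vehicle-treated cells and 100% = reference agonist; values of inactives mirror those of a sister screen read the other way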
Keap1 Nrf2 FP: inhibitors of human Keap1-Nrf2 protein-protein interaction; Keap1 Kelch-Nrf2 peptide fluorescence polarization, 1536-well; inhibition, % at 9.4 µM; 340,000 tested, 0.15% active; in the data active = inhibition above about 12%;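 also: human Keap1 Kelch domain with fluorescein labeled Nrf2 9mer peptide probe; 0% = neutral control wells and 100% = peptide positive control; higher means more block of Keap1 binding to Nrf2 peptide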
Target sequence (Q14145 whole entry, looked up, the tested form may be a part): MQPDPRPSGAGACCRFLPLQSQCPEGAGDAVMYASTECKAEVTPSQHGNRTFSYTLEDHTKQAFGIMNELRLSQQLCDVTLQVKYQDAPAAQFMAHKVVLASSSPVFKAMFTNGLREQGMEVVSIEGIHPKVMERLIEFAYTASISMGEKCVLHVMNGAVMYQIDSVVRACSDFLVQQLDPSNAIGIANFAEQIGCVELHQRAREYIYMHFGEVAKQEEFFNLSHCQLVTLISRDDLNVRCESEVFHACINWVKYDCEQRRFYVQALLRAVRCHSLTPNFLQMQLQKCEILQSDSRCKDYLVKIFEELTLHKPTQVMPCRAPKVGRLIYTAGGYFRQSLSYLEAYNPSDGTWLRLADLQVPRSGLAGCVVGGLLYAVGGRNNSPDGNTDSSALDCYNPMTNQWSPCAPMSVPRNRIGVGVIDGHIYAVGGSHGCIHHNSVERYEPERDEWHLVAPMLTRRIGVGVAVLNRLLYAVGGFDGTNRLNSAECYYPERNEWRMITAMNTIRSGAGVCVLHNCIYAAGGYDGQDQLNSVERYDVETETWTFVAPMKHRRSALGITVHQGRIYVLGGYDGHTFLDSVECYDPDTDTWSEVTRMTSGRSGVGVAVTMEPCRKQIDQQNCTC
RTF Ca sens act: cardiac RTF calcium sensitization. P19429+P45379. IANBD-labeled TnC RTF fluorescence at EC20 calcium; 0% EC20 calcium, 100% full calcium. activation, % at 7.2 µM. 340,000 tested, 0.24% active. AID 493008;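 active = activation above the mean over all tested compounds plus 3 SD, cut at about 30% in these data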;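 also: rise in fluorescence read as greater calcium sensitivity of cardiac thin filaments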
HTR5A ag ctr: counter-screen for OPRM1-OPRD1 agonists: human HTR5A agonism; P47898; HTR5A agonist assay, luminescence, cell-based; activation, % at 9.3 µM; 340,000 tested, 0.61% active; in the data active = activation mostly above about 9.5%, no sharp cut-off; inactive = mostly below about 7.6%;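 also: 0% = cells with vehicle only and 100% = reference agonist; strong numbers were not always called active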
V-ATPase pH: alters yeast V-ATPase proton transport. S. cerevisiae, pHLuorin cytosolic pH fluorescence. 350,000 tested, 0.37% active. AID 504577. response, % at 10 µM; in the data active = response mostly above about 7.3%, no sharp cut-off; inactive = mostly below about 5.4%; also: actives read high; inactives centre near 0; some compounds called inactive have numbers as strong as hits; reference of the scale not given here
The depositor's hits bear a star; / = no result given.

Every second line gives: CAL-PDZ inh HTS, MOR-DOR inv ag, HTR5A inv ctr, LANA DNA inh, RTF Ca sens inh, OPRM1-OPRD1 ag, Keap1 Nrf2 FP, RTF Ca sens act, HTR5A ag ctr, V-ATPase pH
- CN(C)/C=C1\SC(=S)N(N2C(=O)C3C4C=CC(C4)C3C2=O)C1=O (stereo not drawn)
→ -2, 9, 2, -0.4, -7, -1.8, 0, -3, -1, -2
- COc1ccccc1/C=C/C=N/NC(=O)CN1CCN(S(=O)(=O)c2ccc(C)cc2)CC1
→ -4, 6, -7, 2.8, 1, -1.2, 2, -2, 2, -3
- c1cncc(-c2nnc(-c3cccnc3)nn2)c1
→ -1, 86*, 18, 0.1, 10, -15, -1, 4, -7, 6
- COc1ccc(C)cc1N(C(=O)CNC(=O)c1ccco1)C(C(=O)NCC1CCCO1)c1ccccc1 (stereo not drawn)
→ 4, 2, 0, 0.1, -21, -0.2, 4, -1, 0, 2
- Cc1c(NC(=O)c2cccc(NC(=O)c3ccco3)c2)cccc1C(=O)O
→ 1, 9, 9, -0.7, -2, -1.7, 0, -4, 3, 3
- COc1ccc(CCNC(=O)/C=C/C(=O)O)cc1OC
→ /, 1, -13, 0.3, -1, -0.2, -3, 5, -4, 0
- Cc1ccccc1C(=O)Nc1ccc(C(=O)N/N=C/c2ccc(O)c(Br)c2)cc1
→ 0, 9, -4, -0.4, -12, -1.8, 3, -7, 2, 0
- CCCCn1c(N)c(N(CC)C(=O)c2ccc(C)cc2)c(=O)[nH]c1=O
→ -7, 15, -28, -1.5, 1, -2.8, 2, -3, 10, 5
- CSc1ccc(CNC(=O)Cc2ccc(NC(=O)C3=C(C)OCCS3)cc2)cc1
→ -1, 6, -47, -0.1, -7, -1.2, -4, 3, 3, -1
- O=C1N(Cc2cccnc2)C[C@@H]2C[C@@H](c3ccccc3C#Cc3ccccc3)N3CCC[C@@]123
→ 2, 3, 12, -1.5, -2, -0.7, -7, -6, -2, 0
- c1ccc2sc(-c3ccncc3)nc2c1
→ 3, 7, -17, -1.3, -2, -1.3, -6, 5, 1, -1
- Cc1oc2cc3oc(=O)c(CC(=O)O)c(C)c3cc2c1-c1ccccc1
→ -8, 6, -5, -1.4, 0, -1.3, -2, 0, 1, 3
- Cc1c(CC(=O)NCCC(=O)O)c(=O)oc2cc3occ(-c4ccccc4)c3cc12
→ -7, 17, -11, 0.4, 1, -3.1, 3, -2, 3, 1
- CC(C)(CC(=O)O)CC(=O)N1CCN(c2nc3cc(Cl)ccc3s2)CC1
→ -13, 9, -2, -0.5, -4, -2.0, 0, 5, 1, 2
- COc1ccc(CCN2CC(C(=O)OCC(=O)NC(C)c3cccc(Cl)c3)CC2=O)cc1OC (stereo not drawn)
→ -3, 17, 10, 0.9, 5, -4.2, 0, 0, -4, -2
- Cc1cc(=O)c2c([nH]1)c(C)cc1[nH]c(C)c(C)c12
→ /, 14, 2, 51, -33, -2.7, 25*, 22, -1, 5
- Cc1nc2ccc(NC(=O)COc3ccccc3C)cc2s1
→ 10, 5, -27, 7.8, -1, -1.1, -3, 6, 4, -1
- CC(C)c1nc2sc3c(c2c(=O)n1N)CC(C)(C)OC3
→ 0, 11, -2, -1.5, 2, -2.3, -1, 7, 5, -1
- COc1ccc(NS(=O)(=O)c2ccc3[nH]c(=O)[nH]c3c2)cc1
→ /, 11, -25, -1.0, 5, -2.2, -2, 3, -7, -1
- CNS(=O)(=O)c1cc(O)c2c(S(=O)(=O)NC)cccc2c1
→ -6, 11, -22, 1.9, 2, -1.8, -3, 1, 4, 1
- CCOc1ccc(-c2nnc(N(CC)C(=O)C3CCC3)s2)cc1
→ /, -11, -8, 0.2, 2, 2.0, 4, -5, 2, -3
- CCCCC(C(=O)NC1CCCC1)N(C(=O)c1snc(C(N)=O)c1N)c1ccc(OCC)cc1 (stereo not drawn)
→ -3, -18, -20, -1.9, 0, 2.3, -1, -7, 7, 1
- O=C(NCC(c1ccco1)N1CCCC1)c1sc2ccccc2c1Cl (stereo not drawn)
→ 7, -29, 8, -2.5, -4, 5.4, -4, -2, 1, 0
- COc1ccc(NS(=O)(=O)c2cccc(-c3nnc(-c4ccccc4)o3)c2)cc1
→ 16, -10, -9, 0.9, -2, 2.0, 3, -4, 4, -3
- NC(=O)CS(=O)(=O)c1nc2ccccc2n1CC(=O)N1CCCCC1
→ -5, /, /, 0.3, -3, /, 1, 5, /, 0
- COc1ccc(NC2=C(C(C)=O)C(c3ccc4c(c3)OCO4)C(C(C)=O)C(C)(O)C2)cc1 (stereo not drawn)
→ -3, 2, -14, -1.5, -3, -0.4, 4, -6, 1, -1
- N#Cc1cccc(N=c2ssnc2Cl)c1
→ 0, /, /, -0.3, /, /, 0, /, /, 4
- O=C(NN(Cc1ccccc1)Cc1ccccc1)c1ccccc1
→ -6, 16, -11, -1.7, 7, -3.0, -2, 6, 3, 8
- Cc1ccc(NC(=O)C2(N(CC(C)C)C(=O)Cn3nnnc3N)CCCCC2)cc1
→ -3, 7, 9, 1.6, 1, -1.3, 0, -3, -3, 1
- Cc1ccc(C)c(N2CCN(C(=O)C3CCC3)CC2)c1
→ -3, 12, -16, 0.2, -10, -2.4, -1, -1, 6, -4
- Cn1c(CNC(=O)CNC(=O)c2ccc(F)cc2)cc(=O)n(C)c1=O
→ 0, 17, -12, -1.1, 4, -3.2, 1, -1, 3, -1
- CCOc1ccc(NC(=O)C2CCCN(C(=O)NCc3ccccc3)C2)cc1 (stereo not drawn)
→ 0, 9, 18, 0.7, 2, -1.4, -4, -4, -7, 1
- CCCCN(c1ccccc1)S(=O)(=O)c1cccc(C(=O)O)c1
→ 5, 19, 0, 0.1, 0, -3.7, 5, 8, 0, -3
- Cc1ccc(NC(=S)N(CCN(C)C)C(C)c2ccco2)cc1C (stereo not drawn)
→ 2, 5, 1, 0.8, 1, -1.0, -3, 7, 2, -1
- O=C(NC1CCCCC1)c1cc([N+](=O)[O-])ccc1N1CCOCC1
→ /, 8, 27, 21, -1, -1.5, -4, -4, -3, -3
- COc1ccc(C(=O)NC(C)Cn2nc(C)cc2C)cc1OC1CCN(C(C)=O)CC1 (stereo not drawn)
→ 21, 11, 4, 1.5, -5, -2.2, -4, -1, -2, -5
- FC(F)(F)c1cccc(Cc2noc(CN3CCCC3)n2)c1
→ 3, 11, 10, -0.5, 3, -2.1, -7, -3, -4, -4
- O=C(N/N=C/c1coc2ccccc2c1=O)c1cc(Br)ccc1O
→ -2, 10, -9, -1.1, -3, -2.0, -3, -4, 1, 7
- CC(=O)Nc1ccc(S(=O)(=O)N2CCN(Cc3ccccn3)CC2)cc1
→ -4, 7, -2, 1.5, -7, -1.2, -3, -5, -3, 1
- CCN(CC)CCNC(=O)c1cn(-c2ccccc2)nc1-c1cccs1
→ -2, 9, 6, -0.8, -4, -1.6, 0, 0, -1, 3
- C[C@H]1CN=C(N(C)C)N1CC1CCCCC1
→ 14, 5, 22, 0.8, -20, -1.0, -4, -2, -9, -2
- CCn1c(=O)c(=O)[nH]c2cc(C(=O)Nc3ccc(S(=O)(=O)N4CCCC4)cc3)ccc21
→ -5, 15, 0, -2.0, -8, -3.5, 3, 0, 0, 4
- CCOc1ccccc1C(=O)NCC(=O)NCc1ccc(S(=O)(=O)N2CCOCC2)cc1
→ /, 2, -3, -1.9, -1, -0.3, -4, -1, 1, -4
- O=C1NCCCC1C(=O)N/N=C/c1ccc(Cl)cc1 (stereo not drawn)
→ 0, 8, -7, 4.5, -6, -1.7, -7, -2, 3, -3
- c1ccc2[nH]c(-c3ccncc3)nc2c1
→ -3, 4, 6, -0.9, 6, -0.8, -4, 5, -2, -3

In the list so far, these have a furan ring, fused or not.
Every second line gives: CAL-PDZ inh HTS, MOR-DOR inv ag, HTR5A inv ctr, LANA DNA inh, RTF Ca sens inh, OPRM1-OPRD1 ag, Keap1 Nrf2 FP, RTF Ca sens act, HTR5A ag ctr, V-ATPase pH
- COc1ccc(C)cc1N(C(=O)CNC(=O)c1ccco1)C(C(=O)NCC1CCCO1)c1ccccc1 (stereo not drawn)
→ 4, 2, 0, 0.1, -21, -0.2, 4, -1, 0, 2
- Cc1c(NC(=O)c2cccc(NC(=O)c3ccco3)c2)cccc1C(=O)O
→ 1, 9, 9, -0.7, -2, -1.7, 0, -4, 3, 3
- Cc1oc2cc3oc(=O)c(CC(=O)O)c(C)c3cc2c1-c1ccccc1
→ -8, 6, -5, -1.4, 0, -1.3, -2, 0, 1, 3
- Cc1c(CC(=O)NCCC(=O)O)c(=O)oc2cc3occ(-c4ccccc4)c3cc12
→ -7, 17, -11, 0.4, 1, -3.1, 3, -2, 3, 1
- O=C(NCC(c1ccco1)N1CCCC1)c1sc2ccccc2c1Cl (stereo not drawn)
→ 7, -29, 8, -2.5, -4, 5.4, -4, -2, 1, 0
- Cc1ccc(NC(=S)N(CCN(C)C)C(C)c2ccco2)cc1C (stereo not drawn)
→ 2, 5, 1, 0.8, 1, -1.0, -3, 7, 2, -1

Entries of single compounds as entered above. Order of values: CAL-PDZ inh HTS, MOR-DOR inv ag, HTR5A inv ctr, LANA DNA inh, RTF Ca sens inh, OPRM1-OPRD1 ag, Keap1 Nrf2 FP, RTF Ca sens act, HTR5A ag ctr, V-ATPase pH
`Cc1oc2cc3oc(=O)c(CC(=O)O)c(C)c3cc2c1-c1ccccc1` as listed: -8, 6, -5, -1.4, 0, -1.3, -2, 0, 1, 3
`COc1ccc(C)cc1N(C(=O)CNC(=O)c1ccco1)C(C(=O)NCC1CCCO1)c1ccccc1` (stereo not drawn) as listed: 4, 2, 0, 0.1, -21, -0.2, 4, -1, 0, 2

(next part)
Every second line gives: CAL-PDZ inh HTS, MOR-DOR inv ag, HTR5A inv ctr, LANA DNA inh, RTF Ca sens inh, OPRM1-OPRD1 ag, Keap1 Nrf2 FP, RTF Ca sens act, HTR5A ag ctr, V-ATPase pH
- COc1ccc(-c2nc(CS(=O)CC(=O)NC3CCCC(C)C3C)c(C)o2)cc1OC (stereo not drawn)
→ /, 9, 0, 0.1, -5, -1.8, -3, 1, 2, -1
- CCCC(C)C(=O)Nc1ccc(F)c(Cl)c1 (stereo not drawn)
→ -1, 5, -7, /, -2, -1.0, /, 6, 3, 2
- COc1ccccc1CNC(=O)C(NS(=O)(=O)c1ccc2c(c1)oc(=O)n2C)C(C)C (stereo not drawn)
→ 2, 23, -10, -1.2, -5, -4.6, 1, -4, 3, -2
- Cc1noc(C)c1C(=O)OCC(=O)Nc1cccc(S(N)(=O)=O)c1
→ -2, -5, 4, -0.5, 4, 0.7, -7, -11, -2, 4
- COCCNC(=O)C(=O)NCCN1CCNCC1
→ 88*, 11, 11, -0.6, -7, -2.0, 1, -3, -4, 1
